Mtb UGM inh: M. tuberculosis UGM enzyme inhibitors, primary screen, biochemical, fluorescence polarization, single point | inhibition, % at 10 µM | purified UGM, fluorescence polarization probe displacement | actives 0.06% (n = 320,000) | AID 504406, 2011 | UDP-galactopyranose mutase (Mycobacterium tuberculosis (strain ATCC 25618 / H37Rv)), …; in the data active means inhibition above about 10%, passing the limit was not always enough; inconclusive means no clear call, values can overlap the other calls
Target sequence (P9WIQ1 whole entry, looked up): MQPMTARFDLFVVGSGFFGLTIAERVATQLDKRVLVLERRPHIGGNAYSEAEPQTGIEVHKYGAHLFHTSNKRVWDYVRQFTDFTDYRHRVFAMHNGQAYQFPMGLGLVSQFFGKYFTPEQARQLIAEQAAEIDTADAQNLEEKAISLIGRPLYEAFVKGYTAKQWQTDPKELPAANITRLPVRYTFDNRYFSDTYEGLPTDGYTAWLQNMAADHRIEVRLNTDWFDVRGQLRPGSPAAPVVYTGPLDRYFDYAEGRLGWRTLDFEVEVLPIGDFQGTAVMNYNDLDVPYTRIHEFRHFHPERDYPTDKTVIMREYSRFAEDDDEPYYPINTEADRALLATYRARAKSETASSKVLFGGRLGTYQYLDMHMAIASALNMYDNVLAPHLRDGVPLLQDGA
Rv3671c protease: Rv3671c serine protease inhibitors, primary screen, biochemical, fluorescence polarization, M. tuberculosis H37Rv. P9WHR9. inhibition, % at 5.96 µM. actives 0.048% (n = 320,000); in the data active means inhibition above about 38%;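 further: extracellular domain of Rv3671c used as enzyme; 0% = enzyme with DMSO and 100% = no enzyme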
Target sequence (P9WHR9 whole entry, looked up, the tested form may be a part): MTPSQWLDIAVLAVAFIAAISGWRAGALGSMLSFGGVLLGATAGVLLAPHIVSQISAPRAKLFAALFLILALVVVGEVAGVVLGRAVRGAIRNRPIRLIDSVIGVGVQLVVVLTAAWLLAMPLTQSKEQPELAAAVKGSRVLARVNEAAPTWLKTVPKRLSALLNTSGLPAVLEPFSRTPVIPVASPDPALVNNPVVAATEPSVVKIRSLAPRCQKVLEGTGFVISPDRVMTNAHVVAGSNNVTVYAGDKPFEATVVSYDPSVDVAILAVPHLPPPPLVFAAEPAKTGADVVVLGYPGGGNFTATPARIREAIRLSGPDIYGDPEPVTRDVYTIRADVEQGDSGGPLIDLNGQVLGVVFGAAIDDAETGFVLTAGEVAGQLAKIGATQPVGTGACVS
BoNT F protease: BoNT/F light chain protease inhibitors, primary screen, biochemical, flow cytometry, MLPCN library; Botulinum neurotoxin type F light chain protease (Clostridium botulinum); inhibition, % at 10 µM; AID 588497, 2011; actives 0.22% (n = 360,000); Multiplex microsphere protease cleavage assay; in the data active means inhibition above about 35%, passing the limit was not always enough; inconclusive means no clear call, values can overlap the other calls; further: plate controls were buffer without enzyme for full effect and enzyme alone for no effect
MazEF act: activators of E. coli MazEF toxin-antitoxin RNase, primary screen, biochemical, fluorescence, uHTS; Endoribonuclease toxin MazF (Escherichia coli (strain K12)), P0AE70; FAM/BHQ RNA-DNA oligo cleavage fluorescence, 5 h; activation, % at 20 µM; actives 0.32% (n = 350,000); AID 504720, 2011; in the data active means activation above about 50%
Target sequence (P0AE70 whole entry, looked up): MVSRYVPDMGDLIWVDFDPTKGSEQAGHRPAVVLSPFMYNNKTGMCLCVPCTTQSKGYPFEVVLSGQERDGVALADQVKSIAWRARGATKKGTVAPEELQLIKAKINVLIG
Mtb BioA inh: M. tuberculosis BioA enzyme inhibitors, primary screen, biochemical, plate reader, single point, HTS. purified M. tuberculosis BioA enzyme. 7,8-diaminopelargonic acid synthase BioA (Mycobacterium tuberculosis). inhibition, % at 9.99 µM. actives 0.096% (n = 360,000). AID 602481, 2012; in the data active means inhibition above about 40%; inconclusive means no clear call, values can overlap the other calls
PrPC TRFRET: inhibitors of human cell surface prion protein PrPC, primary screen, cell-based, TR-FRET; actives 0.43% (n = 370,000); Major prion protein (Homo sapiens), P04156; TR-FRET read-out; AID 720596, 2013; inhibition, % at 13.8 µM; in the data active means inhibition above about 24%; further: 0% = median of the test wells and 100% = reference compound wells
GDH-TPI counter: GDH-TPI coupling enzyme inhibitors, primary screen, artefact control for M. tuberculosis FBA inhibitor project, biochemical, absorbance, full deck; AID 588335, 2011; actives 1.2% (n = 360,000); GDH-TPI coupled enzyme counterscreen, NADH absorbance; inhibition, % at 4.8 µM; in the data active means inhibition above about 30%;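 further: 0% = DMSO wells and 100% = wells lacking the enzyme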
FBA Mtb inh: Mtb FBA enzyme inhibitors, primary screen, biochemical, fluorescence, strain H37Rv. Fructose-bisphosphate aldolase (Mycobacterium tuberculosis (strain ATCC 25618 / H37Rv)), …. purified M. tuberculosis FBA, fluorescence read-out. inhibition, % at 1 µM. actives 2.3% (n = 360,000). AID 588726, 2011; in the data active means inhibition above about 27%;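 further: 0% = vehicle and 100% = reference inhibitor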
FadD28 binding: inhibitors of FadD28 bisubstrate probe binding, primary screen, biochemical, fluorescence polarization, single point; inhibition, % at 12.5 µM; actives 0.22% (n = 360,000); AID 588549, 2011; Mycobacterium tuberculosis FadD28 fatty-acid-AMP ligase; in the data active means inhibition above about 8.5%, passing the limit was not always enough; inconclusive means no clear call, values can overlap the other calls
The depositor's hits bear a star; ? = inconclusive; nt = no result given; & = joins results of further samples.

SMILES	Mtb UGM inh	Rv3671c protease	BoNT F protease	MazEF act	Mtb BioA inh	PrPC TRFRET	GDH-TPI counter	FBA Mtb inh	FadD28 binding
COC(=O)C(C)Sc1nnc(Cc2cc(=O)[nH]c(=O)[nH]2)n1-c1ccc(OC)cc1 (stereo not given)	nt	12	3	8	-0.5	6	4	3	2.8
Cc1ccc(C)c(Nc2ncnc(N)c2[N+](=O)[O-])c1	-0.3	3	1	12	nt	-1	2	-2	-0.2
CN(CC(=O)NCCc1ccc(S(N)(=O)=O)cc1)CC(=O)Nc1ccccc1C(F)(F)F	-1.0	2	-8	0	-1.1	1	-5	-3	-3.3
O=S(=O)(Cc1ccccc1)c1cnc2ccccc2n1	0.2	-12	4	5	1.4	2	1	1	-3.9
CCN1CCc2ccccc2C1	1.2	10	-14	1	nt	6	5	-1	-2.0
CSc1ccc(-c2nc(CSCC(=O)NCCCN3CCOCC3)c(C)o2)cc1	2.7	-5	25	0	nt	3	-2	10	-2.8
CC1CCCC(C)N1C(=O)CSc1nnnn1C1CCCC1 (stereo not given)	nt	nt	7	2	-0.1	-6	7	2	nt
CCn1c(COc2ccccc2C)nnc1SCC(=O)Nc1cc(C)on1	0.6	-2	0	-19	-0.4	2	3	0	-1.2
O=S1(=O)C=CC(Nc2cccc(Cl)c2)C1 (stereo not given)	2.0	1	0	3	2.2	9	-16	-6	-3.7
COC(=O)Cc1ccc(NC(=O)c2ccc(NC(=O)c3ccco3)cc2)cc1	3.5	-17	13	-7	nt	-2	3	0	-1.9
COc1cccc(-n2c(SCC(=O)NC3CCCCC3)nc3n[nH]c(C)c3c2=N)c1	2.2	-12	-14	-10	2.2	11	0	2	-11
O=S(=O)(NCc1ccccc1)NCc1ccccc1	0.4	-5	-2	-2	-0.6	1	-3	0	-1.1
CCC(=O)Nc1nnc(S(=O)(=O)N(C)c2ccccc2)s1	-0.5	nt	-9	-6	-1.4	8	4	5	0.1
CC(C)C(=O)OC/C(O)=C(\C#N)c1nc2ccccc2[nH]1	4.8	-9	-2	0	-1.1	5	3	0	-4.7
Cc1c(C(=O)N2CCN(Cc3nccn3C)CC2)oc2c(F)cccc12	nt	nt	-4	4	0.7	-4	2	0	-2.4
CCc1nc2c(OCc3ccc(F)c(F)c3)cccn2c1N(C)C(=O)c1ccc(OC)cc1	nt	nt	-2	nt	0.5	3	-9	-4	-6.4
C/C(N)=C(/C#N)C(=O)CSc1nc2ccccc2c(=O)n1-c1ccccc1C	-1.8	-4	0	9	0.3	15	6	1	-7.6
Cc1cc(=O)oc2cc(OCC#N)ccc12	0.4	0	-7	4	0.2	-2	10	16	0.7
COC(=O)c1ccccc1S(=O)(=O)N(Cc1ccco1)Cc1cc2cc(OC)ccc2[nH]c1=O	4.0	4	2	12	1.9	18	8	12	-0.5
COc1ccc(-c2c(C(F)(F)F)nn(C)c2NC(=O)c2ccco2)cc1	3.5	4	0	4	nt	2	-4	-1	1.0
O=C(Nc1ccc(S(=O)(=O)NC2=NCCCCC2)cc1)c1cc(S(=O)(=O)N2CCOCC2)ccc1F	-1.0	-5	9	1	-0.3	-1	0	2	-3.2
NC(=O)c1ccc(NC(=O)COC(=O)C2(c3cccc(F)c3)CCCC2)cc1	-1.2	-7	4	-2	nt	-2	-4	-2	-14
CC1(C)CN(c2cccc(-c3ccnc4ncnn34)c2)C1=O	-1.1	-1	-3	3	0.0	4	2	3	-0.2
CC(=O)N(O)CCCCCNC(=O)CCC(=O)N(O)CCCCCNC(=O)CCC(=O)N(O)CCCCCNC(=O)CCC(=O)O	nt	nt	-5	4	-1.3	6	1	-5	-3.2
CC(=O)N/C(=C/c1ccccc1)C(=O)NCCO	-0.2	-1	1	8	-0.8	-1	4	2	-2.2
CC(=O)c1c(N2CCCCC2)nc(=O)n(-c2ccccc2)c1C	-1.1	4	1	-2	2.5	0	-1	0	-3.3
Cc1c(Br)c(O)c(Br)c2sc(=O)oc12	0.2	19	-2	4	nt	-10	0	3	3.6
O=C(CCCn1c(=O)[nH]c2cc(Cl)ccc2c1=O)NCCCN1CCN(c2ccc(F)cc2)CC1	-3.1	-4	1	3	nt	3	6	-1	-0.6
COc1ccc(S(=O)(=O)N2CCOCC2)cc1NC(=O)c1c(-c2ccccc2)noc1C	nt	nt	-4	4	0.4	2	0	-3	-27
COc1cccc(C2Nc3ccccc3NC3=C2C(=O)CC(C)(C)C3)c1 (stereo not given)	-2.8	1	?	11	0.2	-6	17	2	-2.7
Cc1c(Cl)cccc1NC(=O)CNc1cccc(S(=O)(=O)N(C)C)c1	1.7	-1	-5	-2	-3.5	5	-3	-4	-1.8
Nc1ccccc1Sc1c[nH]c2ccccc12	-1.1	3	-6	6	1.7	8	-4	0	2.1
COc1ccccc1C(=O)N1CCN(C(=O)c2oc3c(C)c(C)ccc3c2C)CC1	nt	nt	7	7	2.7	11	10	3	-2.7
NNCc1ccccc1	nt	nt	6&10	9	-1.6&-0.9	-1&-2	-2&-6	2&3	-0.4&-2.6
Cc1cccc(NC(=O)c2ccc3c(c2)OCCO3)n1	0.2	-1	0	-5	-5.0	nt	9	4	-0.7
O=C(c1ccc(F)cc1)C1CCN(S(=O)(=O)c2ccccc2)CC1	-0.5	-8	-2	14	nt	-2	3	0	-3.0
COC(=O)c1cccc(-n2c(C)cc(C=O)c2C)c1C	3.6	1	4	2	1.4	4	-5	1	-4.9
CCc1ccc(C2=NN(S(C)(=O)=O)C(c3cccs3)C2)cc1 (stereo not given)	0.3	-14	2	283*	-0.2	4	16	1	-2.0
O=C(CN1C(=O)CCC1=O)NCC12CC3CC(CC(C3)C1)C2	1.6	-3	5	5	-0.1	5	1	3	-3.2
Cc1ccc(OCC(=O)N/N=C/C=C/c2ccco2)cc1	3.3	0	11	6	-1.6	-3	27	2	1.2
Cc1ccc(-c2nnn(CC(=O)NCc3ccccc3)n2)c(-n2cnnn2)c1	-2.9	-4	nt	5	-1.0	-5	3	1	-2.2
CCn1c(COc2cccc(C)c2C)nnc1SCC(=O)N1CCN(c2ccc(OC)cc2)CC1	1.6	3	-4	-8	-3.5	9	2	0	-5.4
CCC(=O)N(CCN1CCOCC1)Cc1cc2cc3c(cc2nc1Cl)OCO3	1.1	-5	2	4	nt	-3	15	6	-1.4
Cn1c(CSc2nc3ccccc3n2C)nc2ccccc21	3.3	-6	-4	4	-1.1	12	-6	-2	-3.7
CCOc1ccc(NC(=O)CSc2nc(=O)n(CCCN3CCOCC3)c3c2CCC3)cc1	-2.3	-3	13	-4	-2.0	1	-3	-3	-2.3
COc1ccc(N(CC(=O)Nc2cccc(C)c2C)S(=O)(=O)c2c(C)[nH]c(=O)[nH]c2=O)cc1	3.1	0	-2	1	-0.9	-1	10	-2	-2.1
COc1ccc(CN2CCCC(N3CCN(c4ccc(OC)cc4)CC3)C2)cc1 (stereo not given)	1.5	3	nt	-25	2.0	-5	8	4	-1.8
CCOc1ccc(C(=O)N2CCN(c3ccccc3)CC2)cc1OCC	1.0	-2	5	-2	5.9	3	3	5	-2.2
O=C(NC1CCN(Cc2ccccc2)C1)c1cccc(S(=O)(=O)N2CCOCC2)c1 (stereo not given)	nt	nt	0	4	nt	4	2	1	0.3
COc1cccc(CN2CCC2(C)C(=O)NCCc2ccccn2)c1OC (stereo not given)	nt	nt	-4	nt	-0.1	6	4	0	-2.8
Cc1cc(C)c(NC(=O)CN2C(=O)NC3(CCCc4ccccc43)C2=O)c(Cl)c1 (stereo not given)	0.5	-3	8	2	nt	2	13	3	-0.1
CC(C)c1cccc(C2=CC(=O)C[C@H](c3ccc(F)cc3)C2)c1	3.9	-10	-5	-3	1.0	-1	-3	0	-4.2
Nc1ncnc2nc(SCC(=O)Nc3ccccc3F)[nH]c12	-0.9	-18	-6	9	nt	7	-1	1	nt
Cc1ccc(-c2nnn(CC(=O)N(CCCO)C(C(=O)NC3CCCC3)c3ccc(Cl)cc3)n2)o1 (stereo not given)	1.1	-7	2	-30	-0.7	-6	-1	0	-2.5
Cc1cc(-c2nnc3n2N=C(c2ccc(-c4ccccc4)cc2)CS3)n[nH]1	3.3	-16	9	-22	1.2	-13	28	5	-2.3
CSc1nn2c(C(F)(F)F)cc(C(F)(F)F)nc2c1C(=O)O	-1.1	-9	?	1	nt	3	3	-4	-1.6
O=C(Nc1ccccc1-c1ccccc1)NC1CC2CCCC(C1)N2Cc1ccc(F)cc1 (stereo not given)	-0.6	-9	-1	31	1.5	-5	3	1	-3.5
O=C(C1=NN[C@@H]2C(=O)N(c3cccc(F)c3)C(=O)[C@H]12)c1ccc2ccccc2n1	-2.1	-10	-2	73*	-1.8	-12	12	-1	-3.0
S=c1[nH]nc(COc2cccc(Cl)c2)n1Cc1ccccc1	1.7	-1	4	2	1.1	6	4	4	0.1
COc1ccc(C2CC(c3cc(Br)ccc3F)n3nnnc3N2)cc1 (stereo not given)	1.8	-2	1	3	0.4	-4	-3	-1	-9.4

Following part.
SMILES	Mtb UGM inh	Rv3671c protease	BoNT F protease	MazEF act	Mtb BioA inh	PrPC TRFRET	GDH-TPI counter	FBA Mtb inh	FadD28 binding
CC1=NN(c2nc(N)nc(/C(C#N)=C/c3ccc([N+](=O)[O-])o3)n2)C(C)(C)C1	nt	nt	-4	28	nt	3	4	1	1.1
c1ccc(-c2ncc(CSc3nncn3-c3ccccc3)s2)cc1	2.3	2	-9	-1	nt	-1	-1	-1	-3.0
Cc1cc[n+]2n1CC(O)C2 (stereo not given)	-0.9	5	15	4	-0.3	0	-6	0	-2.5
CCSc1nc(N2CCCCC2)c2c(c1C#N)CCCC2	0.1	2	-1	4	-1.9	5	3	0	0.0
COC(=O)c1ccc(/C=C2/SC(=S)N(CCCC(=O)Nc3ccccn3)C2=O)cc1	-0.1	-14	-6	0	nt	1	6	1	-3.6
CC(C)(C)N(Cc1ccccc1)C(=O)COC(=O)Cn1cnc2ccccc2c1=O	0.4	4	2	0	nt	-8	-7	0	-12
Cc1ccccc1C(=O)N1Cc2cnnn2-c2ccccc2C1C#N (stereo not given)	nt	nt	0	0	-1.7	4	4	4	-2.1
Nn1c(SCC(=O)NC2CCCCC2)nnc1-c1ccccc1	-0.9	3	15	4	-0.5	5	10	-1	-0.5
Cc1ccc(C(=O)OCC(=O)N2CC(C)OC(C)C2)cc1 (stereo not given)	1.1	0	-8	12	-1.6	5	-1	1	-2.5
O=C(Cn1nc(-c2ccccc2)c2ccccc2c1=O)NN1CCOCC1	0.7	4	?	2	0.8	6	-1	0	-1.6

Screening data: PubChem, several laboratories

Hits appear at their usual frequency; 4.8% or so of the library scored in one or more.
